hcGAS lum: Primary biochemical luminescence assay for human cyclic GMP-AMP synthase inhibitors. Q8N884. recombinant h-cGAS, ATP depletion, Kinase-Glo luminescence. inhibition, % at 12.5 µM. actives 0.081% (n = 290,000);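 also: 0% = vehicle reaction and 100% = reaction without DNA for no activity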
Target sequence (Q8N884 whole entry, looked up): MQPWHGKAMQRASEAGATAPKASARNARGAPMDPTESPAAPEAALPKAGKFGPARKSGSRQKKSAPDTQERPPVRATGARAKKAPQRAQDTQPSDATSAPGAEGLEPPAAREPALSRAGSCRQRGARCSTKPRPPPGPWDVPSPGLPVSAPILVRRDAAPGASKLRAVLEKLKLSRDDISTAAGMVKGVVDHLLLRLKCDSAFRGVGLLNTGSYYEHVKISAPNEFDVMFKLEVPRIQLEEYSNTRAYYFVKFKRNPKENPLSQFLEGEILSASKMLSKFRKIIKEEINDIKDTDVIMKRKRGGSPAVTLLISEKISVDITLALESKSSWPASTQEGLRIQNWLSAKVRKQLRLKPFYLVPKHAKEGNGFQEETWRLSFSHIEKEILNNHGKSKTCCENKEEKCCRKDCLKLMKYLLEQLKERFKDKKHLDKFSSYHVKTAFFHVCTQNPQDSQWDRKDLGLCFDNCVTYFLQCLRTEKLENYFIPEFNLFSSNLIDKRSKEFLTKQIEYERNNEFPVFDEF
mcGAS lum: cyclic GMP-AMP synthase inhibitors, mouse, primary biochemical chemiluminescence; inhibition, % at 12.5 µM; actives 0.15% (n = 160,000); Q8C6L5; recombinant cGAS, Kinase-Glo ATP depletion luminescence;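 also: 0% = negative control wells and 100% = reference inhibitor with no enzyme activity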
NPYLR7 ag: agonists of mosquito NPYLR7 receptor, primary screen, cell-based, Aedes aegypti, calcium fluorescence, mosquito biting behavior | Aedes aegypti neuropeptide Y-like receptor 7 (NPYLR7) | HEK293T NPYLR7/Galpha15, GCaMP6s calcium fluorescence | activation, % at 10 µM | actives 0.15% (n = 270,000); in the data active = activation above about 40%;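 also: 0% = vehicle and 100% = reference agonist at the receptor; some compounds past the cut are filed as inactive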
The depositor's hits bear a star; nt = not tested or not shown; & = joins results of further samples. Rule as the data show it, unless noted: active = inhibition above about 40%; inactive = the rest.

canonical_smiles,mcGAS lum,NPYLR7 ag,hcGAS lum
CCCCn1c(CN2CC(C)OC(C)C2)nc2c1c(=O)n(C)c(=O)n2C (stereo not given),nt,3.8,-9.4
Cn1ccc(NCc2cc3cc(F)ccc3o2)n1,-15.2,4.6,-10.5
CCCCN(Cc1ccccc1)Cc1nc(-c2ccc(C(=O)OC)cc2)no1,nt,10.8&-7.2,-2.9&3.4
Cc1c(C)n2c3c(=O)n(CC(N)=O)c(=O)n(C)c3nc2n1C1CCCCC1,nt,15.9,-10.6
Cc1ccccc1Cn1c(C)c(C(=O)NCc2ccccn2)sc1=O,nt,-3.1,-3.9
COc1ccc(OCC(O)CN2CCC(=O)N(CC=C(C)C)CCc3ccccc32)cc1 (stereo not given),0.4,-3.3,4.8
COc1ccccc1NC(=O)Cn1c(=O)n(Cc2ccco2)c(=O)c2oc3ccccc3c21,-6.9,8.0,-9.0
COC(=O)c1ccc(NS(=O)(=O)c2ccc(C(=O)O)cc2Br)cc1,2.8,-1.4,9.3
COCCn1c(SCC(=O)OC)nc2c1c(=O)[nH]c(=O)n2C,-9.5,0.2,-6.9
Clc1ccccc1-c1cnn2c(NCc3ccc4c(c3)OCO4)ccnc12,1.2,-3.7,2.1
CCC(C)NC(=O)c1c(N)n(/N=C\c2cccc(O)c2)c2nc3ccccc3nc12 (stereo not given),-6.7,2.6,-3.1
CC(=O)C(C)n1c(=O)c2c(nc3n(-c4ccc(C(F)(F)F)cc4)c(C)cn23)n(C)c1=O (stereo not given),nt,0.5,-7.1
COc1ccc(NC(=O)N2CCN(C(C(=O)NCc3ccco3)C3CCCC3)CC2)cc1 (stereo not given),-5.3,-4.8,-5.3
COc1cccc(C(=O)N2CCOC(Cc3ccc(F)cc3)C2)c1OC (stereo not given),nt,2.0,2.0
Cc1cnc(C)c(Nc2nc(C(N)Cc3ccc(F)cc3)cs2)n1 (stereo not given),-8.3,-4.4,-2.9
CCC(=O)N(c1nnc(SC(C)C(=O)c2[nH]c(C)c(C(C)=O)c2C)s1)C1CC1 (stereo not given),-4.1,1.1,-1.8
COC(=O)c1cc(NC(=O)c2oc(Br)cc2C)cc(C(=O)OC)c1,nt,-2.0,0.1
O=C(Cn1nnnc1CN1CCCC1)N1CCCN(Cc2cccs2)CC1,0.2,-3.7,4.3
CCOc1ccc(/C=C2N=C(/C=C/c3ccc(C)cc3)OC\2=O)cc1,nt,0.2,-2.2
O=C(CN1CCCC1c1ccsc1)Nc1ccccc1Br (stereo not given),-6.5,1.1,-8.5

The last 6 entries of the section above are carried over, then new ones follow.
canonical_smiles,mcGAS lum,NPYLR7 ag,hcGAS lum
Cc1cnc(C)c(Nc2nc(C(N)Cc3ccc(F)cc3)cs2)n1 (stereo not given),-8.3,-4.4,-2.9
CCC(=O)N(c1nnc(SC(C)C(=O)c2[nH]c(C)c(C(C)=O)c2C)s1)C1CC1 (stereo not given),-4.1,1.1,-1.8
COC(=O)c1cc(NC(=O)c2oc(Br)cc2C)cc(C(=O)OC)c1,nt,-2.0,0.1
O=C(Cn1nnnc1CN1CCCC1)N1CCCN(Cc2cccs2)CC1,0.2,-3.7,4.3
CCOc1ccc(/C=C2N=C(/C=C/c3ccc(C)cc3)OC\2=O)cc1,nt,0.2,-2.2
O=C(CN1CCCC1c1ccsc1)Nc1ccccc1Br (stereo not given),-6.5,1.1,-8.5
CC1CC(N2CCOC(CN(C)c3cccnn3)C2)C(=O)O1 (stereo not given),nt,0.4,-17.3
CC(C)CN(CCC(=O)N1CCCC1)c1nc(-c2ccco2)nc2cc(Cl)ccc12,-5.5,8.8,-3.2
CCc1ccccc1SCc1ccc(C(=O)N2C3CCC2CC(Oc2cccc(C#N)c2)C3)cc1 (stereo not given),-5.5,18.0,-2.4
CCOc1ccc(-c2ccc(OCCNS(=O)(=O)c3ccc(C)cc3)nn2)cc1,2.0,-7.0,-2.0
O=C(NN=Cc1ccccc1O)c1cc(-c2ccc(Br)s2)[nH]n1,-0.5,-0.6,-2.9
N#CC(=C(O)CSc1nc(N)cc(=O)[nH]1)c1nc2ccccc2[nH]1,nt,0.5,6.1
Nc1c(S(=O)(=O)c2ccc(F)cc2)c2nc3ccccc3nc2n1Cc1ccccc1,-7.8,1.6,-7.2
COc1cccc(OCc2ccccc2)c1C(=O)NCC(C)(C)CN(C)C,nt,-18.3,-2.7
OCc1cc(-c2cncnc2)ccc1F,nt,3.4,-3.7
Cc1c(C(=O)NC(C)(C)CN2CCOCC2)sc2ncn(C)c(=O)c12,nt,8.1,-8.4
Cn1ccc(CC(=O)N2CC[C@@H](N3CCN(c4ccccc4F)CC3)[C@H](O)C2)c1,nt,11.1,-5.2
O=C(Nc1ccccc1)NC1CCN(c2ccccc2C(=O)NCC2CCCO2)CC1 (stereo not given),-2.4,2.5,0.1
CCOC(=O)CSc1nc2nccnc2c(=O)n1Cc1ccccc1,nt,4.6,-1.3
O=C(NCCc1ccccc1)c1cccc(OC2CCN(Cc3cccnc3)CC2)c1,nt,17.5,-1.7
CC(C)(C)NC(=O)N(Cc1ccc(C(F)(F)F)cc1)CC1CC(c2ccc(F)cc2)=NO1 (stereo not given),-10.7,22.1,-10.2
Cc1cc(N2CCCC2)ccc1NC(=O)CN1CCN(S(=O)(=O)c2ccc(F)c(F)c2)CC1,-7.7,-1.9,-7.0
C=CCNC(=O)Cc1csc(-c2ccc(OC)cc2)n1,-7.7,nt,-12.6
CC(NC(=O)c1cnn2c(C(F)(F)F)cc(-c3ccccc3)nc12)C1CC2CCC1C2 (stereo not given),4.8,0.0,3.7
O=C(NC(c1ccc(F)cc1)c1ccc(SCc2ccccc2)cc1)c1ccccc1Oc1ccccc1 (stereo not given),-5.2,-17.6,-2.1
O=C(COc1coc(CN2CCc3ccccc3C2)cc1=O)Nc1ccccc1,-6.7,2.5,-4.0

Look-ups from the entries so far.
O=C(NCCc1ccccc1)c1cccc(OC2CCN(Cc3cccnc3)CC2)c1 @ hcGAS lum = -1.7
C=CCNC(=O)Cc1csc(-c2ccc(OC)cc2)n1 @ mcGAS lum = -7.7

New compounds follow
canonical_smiles,mcGAS lum,NPYLR7 ag,hcGAS lum
S=c1nc(-c2ccccc2)[nH]c2c1Cc1ccccc1O2,-3.4,7.8,-4.9
CC(NC(=O)CN1CCCCC1)c1ccc(F)cc1F (stereo not given),-6.1,7.7,-14.3
CC(=NNc1ccc([N+](=O)[O-])cc1)c1ccc(OCCOc2ccc([N+](=O)[O-])cc2)cc1,-5.9,-1.1,-4.2
CCc1[nH]n(-c2ccc(Cl)c(Cl)c2)c(=O)c1C1=C([n+]2ccccc2)C(=O)N(c2cccc(C)c2)C1=O,-10.5,-3.6,-13.4
CCN(CC)S(=O)(=O)c1cc(NC(=O)C(C)N2CCc3ccccc32)ccc1C (stereo not given),nt,3.9,-3.2
Cn1cc(Cl)c(C(=O)NC2CCCC2)n1,nt,0.0,-0.1
O=C1CN(C2CCN(Cc3ccccc3)C2)CC(OCc2ccccn2)CN1CC1CCOCC1 (stereo not given),nt,-18.7,3.3
CCc1nnc(NC(=O)CSc2nc3[nH]ncc3c(=O)[nH]2)s1,nt,-2.2,3.6
COC(=O)C1C(=O)CSC1=Nc1ccc(C(F)(F)F)cc1 (stereo not given),nt,-0.5,-3.9
CCC(OC(=O)c1ccc(=O)n(C)n1)C(C)(C)c1ccccc1 (stereo not given),-14.3,-3.8,-5.5
COCCOc1nc(-c2ccccc2C)n(-c2ccc(N)cc2)n1,-5.0,7.4,-6.8
NC(=O)c1ccc(NS(=O)(=O)c2c(F)cc(F)cc2Br)cc1,nt,2.5,-3.1
CCOC(=O)CNC(=O)CCc1c(C)nn(-c2nc(C)cc(=O)[nH]2)c1C,nt,0.0,0.0
CS/C(=C/c1ccc(C)s1)S(C)=O (stereo not given),nt,1.1,-3.2
C=CCOCC(O)CN(CC=C)CC1CC(c2ccccc2)=NO1 (stereo not given),-5.2,-3.0,-3.4
CCn1cc(C(=O)NCC(C)(CC)N2CCOCC2)c2ccccc21 (stereo not given),nt,0.8,-2.2
C(=N/n1cnnc1)/c1ccc(-c2cccc3ccccc23)o1,-6.7,-8.6,-4.4
CC(C)c1cccc(OCCCCN2CCNCC2)c1,nt,7.2&5.5,5.0&-5.3
O=C(CCC1CCN(C(=O)C2=CCCC2)CC1)N1CCC(Cc2ccccc2)CC1,-9.0,15.0,-8.6
COCCCN(CC(=O)Nc1cc(C(C)(C)C)nn1-c1ccccc1Cl)C(=O)c1ccc(OC)cc1,2.6,-0.4,-1.4

Sorted by formula weight (descending): part of the list above.
canonical_smiles,mcGAS lum,NPYLR7 ag,hcGAS lum
CCc1[nH]n(-c2ccc(Cl)c(Cl)c2)c(=O)c1C1=C([n+]2ccccc2)C(=O)N(c2cccc(C)c2)C1=O,-10.5,-3.6,-13.4
O=C1CN(C2CCN(Cc3ccccc3)C2)CC(OCc2ccccn2)CN1CC1CCOCC1 (stereo not given),nt,-18.7,3.3
S=c1nc(-c2ccccc2)[nH]c2c1Cc1ccccc1O2,-3.4,7.8,-4.9

Continuation:
canonical_smiles,mcGAS lum,NPYLR7 ag,hcGAS lum
CN(C)c1ncccc1CNC(=O)COc1ccccc1Cl,nt,-3.1,1.6
Cc1ccccc1Cn1cc(SC(=N)N)c2ccccc21,-4.2,-9.0,-2.0
CCC(C(=O)NCc1ccccc1)N1CCN(Cc2ccc(Br)s2)CC1 (stereo not given),nt,8.7,-2.1
CCN(Cc1cnn(C)c1)C(=O)c1ccc(-c2ncn[nH]2)cc1,nt,2.3,-5.5
COc1ccccc1-n1c(SCc2nc(C(=O)NC(C)c3ccccc3)cs2)nnc1-c1ccco1 (stereo not given),-5.6,-6.6,-4.9
Cc1cc(C#N)ccc1S(=O)(=O)N1CCN(c2ccnc(N(C)C)n2)CC1,-14.1,-1.1,-10.7
Cc1cccc(CN2CCN(c3cccc(Cl)c3)C(=O)C2C)c1 (stereo not given),-4.8,-1.3,-4.6
CC(C)c1csc(CN2CCCC(CCC(=O)N3CCOCC3)C2)n1 (stereo not given),nt,-3.6,0.8
COc1cccc(C(=O)N(Cc2nccn2Cc2ccc(F)cc2)CC2CC2)c1,-2.2,5.5,0.2
Cc1n[nH]c(C)c1CCCN(C)c1cc(N(C)C)ncn1,nt,1.5,-2.0
CCCCCCn1c(C)cn2c3c(=O)n(CCN4CCCCC4)c(=O)n(C)c3nc12,nt,3.8,2.1
COc1ccccc1C(=O)N1CCC(CCc2ccccc2)CC1,-4.5,26.5,-2.9
C=CCN1C(=O)NC(c2ccsc2)C2=C1CN(CCCCCC)C2=O (stereo not given),-4.9,-6.6,-9.4
Cc1cccnc1NC(=O)CCc1ccc2c(c1)OCCO2,nt,9.6&8.1,-9.5&-3.0
CCOCCn1cc(C2CCN(C(=O)c3c(-c4c(F)cccc4Cl)noc3C)CC2)c2ccccc21,-5.5,3.9,-3.6
O=S(=O)(NCc1nnnn1-c1ccc(Cl)cc1)c1cccc(C(F)(F)F)c1,-6.0,-1.2,-3.0
COc1ccccc1S(=O)(=O)Nc1ccc(Cl)cc1C,nt,1.5,-8.8
CC(C)NC(=O)CNc1nccc(C2CCCC2)n1,-5.6,7.3,-7.7
O=C(C1CCC1)N(CCN1CCOCC1)Cc1nccn1Cc1ccccc1C(F)(F)F,-5.9,6.0,-4.8
Cc1ccc(-c2ccc3nnc(SCc4cccnc4)n3n2)cc1,-7.3,-11.7,-6.4
Cc1cc(C)n2nc(C)c(C(=O)N3CCCC4(CC3)CNC(=O)O4)c2n1 (stereo not given),nt,-1.5,-11.3
COc1cn(CC(=O)N2CCCc3ccccc32)c(CSc2ccccc2)cc1=O,-8.2,-2.4,-10.0
NCc1cn(CC2CCCN(C(=O)NC34CC5CC(CC(C5)C3)C4)C2)nn1 (stereo not given),-15.6,11.9,-5.5
COC(=O)C1=C(O)/C(=C\c2ccc(OC)c(O)c2)SC1=Nc1ccc([N+](=O)[O-])cc1,-3.8,-4.4,-3.0
COC(=O)C1CCN(C(=O)CCc2csc3nc(-c4ccc(OC)cc4)cn23)CC1,nt,4.9,-10.7
CC1(C)Cc2c(cnn2-c2cccc(F)c2)C(NC(=O)c2cccc(Cn3cccn3)c2)C1 (stereo not given),-9.0,10.6,-8.1
O=c1[nH]c(C2CSCCS2)nc2cc(C(F)(F)F)ccc12 (stereo not given),nt,-17.7,-0.6
O=C(CCc1ccccc1)N1CCCC(N2CCN(c3ccc(F)cc3)CC2)C1 (stereo not given),nt,-0.5,3.1

Screening data (PubChem)

No enrichment for hits, and some 0.29% of all compounds hit somewhere here.
